All columns: NCI-60 one-dose screen, growth in % after 48 h at 10 µM unless noted; 100 = growth as untreated, 0 = no growth, -100 = all killed.
IGROV1 = IGROV1 ovarian cancer; AID 1794786; 4.7% of 79,000 active
SK-OV-3 = SK-OV-3 ovarian cancer cells; 3.2% of 80,000 active; AID 1794785
SW-620 = SW-620 colon cancer; 5.2% of 82,000 active; AID 1794795
HCT-15 = HCT-15 colon cancer; 5.2% of 82,000 active; AID 1794746
OVCAR-4 = OVCAR-4 ovarian cancer cells | 3.7% of 80,000 active
COLO 205 = COLO 205 colon cancer | 7.3% of 79,000 active | AID 1794742
KM12 = KM12 colon cancer cells; 5% of 82,000 active
HT29 = HT29 colon cancer; 7.4% of 81,000 active
HCT-116 = HCT-116 colon cancer; 7.3% of 82,000 active; AID 1794798
Active calls of the source: *; · = no result given; & = joins results of further samples. Rule for the calls: active = growth percent below 10; inactive = the rest.

SMILES	IGROV1	SK-OV-3	SW-620	HCT-15	OVCAR-4	COLO 205	KM12	HT29	HCT-116
NC(=O)c1c(NC(=O)c2ccccc2C(F)(F)F)sc2c1CCC(=O)C2	31	105	19	11	9.2*	38	9.4*	19	9.2*
OCCNC(Cc1ccccc1)c1ccccc1OCCO (stereo not given)	106	72	105	104	103	80	98	87	76
O=[N+]([O-])c1cc(Cl)ccc1-n1cc(COc2ncnc3sc4c(c23)CCCC4)nn1	78	75	101	99	102	114	99	99	97
CCOc1ccc(S(=O)(=O)Nc2ccc3c(c2)N(S(=O)(=O)CC)CCC3)cc1	71	73	68	90	·	63	77	73	91
COc1cc(/C=C/C(=O)c2c(C)nc3ccccc3c2/C=C/c2ccc(C)cc2)cc(OC)c1OC	21	59	3.2*	-19*	39	46	13	14	-70*
CC1=C(C(=O)n2c3ccccc3c3ccccc32)C(c2ccc(Cl)cc2)C(C(=O)n2c3ccccc3c3ccccc32)=C(C)N1	87	98	100	73	90	107	93	100	88
C=CC(=O)N1CCN(c2ccc3nc4c(nc3c2C(F)(F)F)C(=O)c2ncccc2C4=O)CC1	-43*	91	4.1*	1.2*	-96*	-23*	9.1*	12	-26*
COc1ccc(-c2nn(-c3cccc(NC(=O)Nc4cccc(C(F)(F)F)c4)c3)cc2-c2ccncc2)cc1Cl	14	20	17	23	18	1.4*	0.9*	2.9*	9.6*
O=C(NNC(=O)N1c2ccccc2C=Cc2ccccc21)c1ccc(Br)cc1	104	114	104	94	96	108	101	104	102
CN(C1c2ccccc2Oc2ccccc21)S(=O)(=O)c1ccc(Cl)cc1	70	75	101	84	82	90	97	64	64
COC(=O)[C@H]1Cc2c([nH]c3ccccc23)[C@H](c2cccs2)N1	93	103	102	96	94	128	99	99	110
O=C(NCCN1CCOCC1)n1cc(-c2ccncc2)c(-c2ccc(O)c(Cl)c2)n1	121	113	119	100	101	114	107	129	103
CCN[C@@H]1C[C@H](N)[C@@H](O[C@H]2OC(CN)=CC[C@H]2N)[C@H](O)[C@H]1OC1OC[C@](C)(O)[C@H](NC)[C@H]1O (stereo not given in full)	108	119	112	109	109	113	107	105	106
O=C(Cc1ccc(Cl)nc1)Nc1cc(NCCCO)c([N+](=O)[O-])cc1Cl	96	103	100	93	88	105	96	106	101
Cn1c(NCCO)nc(-c2cccc([N+](=O)[O-])c2)c(C#N)c1=O	105	99	100	99	83	124	100	105	104
Nc1nn(-c2cccc(C(F)(F)F)c2)c2cccc[n+]12	110	104	106	103	94	108	110	·	103
FC(F)(F)c1nn(-c2ccccc2)c2c1-c1ccccc1CO2	98	104	101	93	97	106	96	103	102
O=C(O)c1c(O)c(O)cc2ccccc12	115	100	95	108	105	134	107	107	99
CCCn1c(O)c(C=N)c(=O)n(CCC)c1=O	110	101	105	97	99	112	114	110	109
CC(=O)c1ccc2c3c(cc(C)c2c1)CCCC3	84	105	107	84	96	111	109	82	88

Among those listed so far, two have an aryl methoxy group:
SMILES	IGROV1	SK-OV-3	SW-620	HCT-15	OVCAR-4	COLO 205	KM12	HT29	HCT-116
COc1cc(/C=C/C(=O)c2c(C)nc3ccccc3c2/C=C/c2ccc(C)cc2)cc(OC)c1OC	21	59	3.2*	-19*	39	46	13	14	-70*
COc1ccc(-c2nn(-c3cccc(NC(=O)Nc4cccc(C(F)(F)F)c4)c3)cc2-c2ccncc2)cc1Cl	14	20	17	23	18	1.4*	0.9*	2.9*	9.6*

Continuation:
SMILES	IGROV1	SK-OV-3	SW-620	HCT-15	OVCAR-4	COLO 205	KM12	HT29	HCT-116
CCCc1[nH]nc(-c2n[nH]c(CCC)c2CC)c1CC	106	160	112	106	107	126	106	123	113
Cc1ccc(O)c(C(=O)c2ccc(Cl)cc2)c1	96	114	100	102	90	119	108	98	98
Cc1ccccc1C(c1ccccc1)N(C)C (stereo not given)	118	121	101	108	108	110	103	106	101
CCCCC(=O)N[C@H]1C[C@H]2CC[C@@]1(C)C2(C)C	115	96	99	106	110	99	112	103	101
COC(=O)c1cc2oc(/C=N\NC(=O)c3cc4oc(C)c(C)c4[nH]3)cc2[nH]1	·	100	108	108	118	94	108	111	101
O=C(c1cc2cccnc2n1-c1ccc(Cl)c(Cl)c1)N1CC(C(F)(F)F)C1	72	97	92	80	76	105	83	87	72
c1ccc(CCn2nnc3c(Nc4ccc(N5CCOCC5)cc4)ncnc32)cc1	95	93	63	71	89	90	53	81	54
COc1ccc2c(c1)O/C(=C\c1cccc(OCC(=O)Nc3nc4ccccc4s3)c1)C2=O	·	99	79	81	82	104	88	110	77
CC(=O)N(C(C)=O)c1n[nH]c(Nc2ccccc2)c1C#N	107	107	107	106	116	112	104	136	112
COc1ccc(N2CCN(S(=O)(=O)c3oc(-c4ccccc4)nc3C#N)CC2)cc1	55	113	7.0*	9.5*	87	80	104	51	15
CCc1nnc(NC(=O)Cc2csc(-c3ccccc3)n2)s1	99	95	104	97	105	126	111	112	93
N[C@@H](Cc1ccccc1)[C@@H](O)C(=O)NCCc1ccccn1	106	106	110	102	111	108	103	108	100
COc1ccc(-n2c(SCc3n[nH]c(=S)o3)nc3ccc(Cl)cc3c2=O)cc1	96	98	98	94	99	114	99	105	104
NC(N)=NS(=O)(=O)c1ccc(Nc2nc(N3CCOCC3)c3ccccc3n2)cc1	101	114	100	97	102	102	96	111	100
O=C1c2ccccc2OC=C(c2ccccc2)N1CCCCNc1ccc(S(=O)(=O)Nc2ncccn2)cc1	104	97	99	96	106	114	98	100	96
CC(C)(O)c1ccc[n+]([O-])c1	102	104	106	96	123	100	106	112	103
C#CCNC(=O)CCC(=O)OC[C@]12CC[C@@H](C(=C)C)[C@@H]1C1CC[C@@H]3[C@@]4(C)CCCNC(C)(C)[C@@H]4CC[C@@]3(C)[C@]1(C)CC2 (stereo not given in full)	-3.3*	27	-92*	-65*	30	-83*	6.5*	-68*	-60*
Cc1cc(C(=O)C(C)C(=O)C(F)(F)F)c(C)s1 (stereo not given)	124	105	112	108	106	128	127	109	106
CN1CCN(Cc2ccc(NC(=O)c3cncc(C#Cc4cnc5ccc(N[C@H]6CCOC6)nn45)c3)cc2C(F)(F)F)CC1	-75*	-64*	-70*	-84*	-65*	-80*	-90*	-33*	-63*
CC1=CC(C)(C)NC(=S)N1c1cccc2c(S(=O)(=O)O)cccc12	105	114	104	105	121	115	113	81	103

Four of the compounds above, with each value named.
CC(C)(O)c1ccc[n+]([O-])c1
  IGROV1 = 102
  SK-OV-3 = 104
  SW-620 = 106
  HCT-15 = 96
  OVCAR-4 = 123
  COLO 205 = 100
  KM12 = 106
  HT29 = 112
  HCT-116 = 103
C#CCNC(=O)CCC(=O)OC[C@]12CC[C@@H](C(=C)C)[C@@H]1C1CC[C@@H]3[C@@]4(C)CCCNC(C)(C)[C@@H]4CC[C@@]3(C)[C@]1(C)CC2 (stereo not given in full)
  IGROV1 = -3.3*
  SK-OV-3 = 27
  SW-620 = -92*
  HCT-15 = -65*
  OVCAR-4 = 30
  COLO 205 = -83*
  KM12 = 6.5*
  HT29 = -68*
  HCT-116 = -60*
Cc1ccc(O)c(C(=O)c2ccc(Cl)cc2)c1
  IGROV1 = 96
  SK-OV-3 = 114
  SW-620 = 100
  HCT-15 = 102
  OVCAR-4 = 90
  COLO 205 = 119
  KM12 = 108
  HT29 = 98
  HCT-116 = 98
Cc1ccccc1C(c1ccccc1)N(C)C (stereo not given)
  IGROV1 = 118
  SK-OV-3 = 121
  SW-620 = 101
  HCT-15 = 108
  OVCAR-4 = 108
  COLO 205 = 110
  KM12 = 103
  HT29 = 106
  HCT-116 = 101

Next section:
SMILES	IGROV1	SK-OV-3	SW-620	HCT-15	OVCAR-4	COLO 205	KM12	HT29	HCT-116
O=C(O)CP(=O)(O)CCc1ccccc1	107	93	102	99	102	104	99	97	95
O=C(NNC(=S)NC(=O)c1ccccc1)c1ccc(OCc2nc3ccc(Cl)cc3[nH]2)cc1	-46*	-18*	20	-75*	16	-23*	-3.1*	-6.4*	-35*
NNc1nc(-c2cccnc2)nc2c1sc(=S)n2-c1ccccc1	98	80	102	96	100	98	102	90	76
CCc1cccc(O)c1	102	102	98	107	104	104	103	110	114
O=C1NCCN1CCO	111	113	101	102	104	110	104	104	105
CCCCCCCC/C(C=O)=C\c1ccccc1	112	99	105	96	95	107	106	101	86
Cc1cc2nc(C(C)O)[nH]c2cc1C (stereo not given)	100	120	96	104	·	114	100	97	105
Nc1nc(N)c2c(n1)CN(Cc1ccc(Cl)cc1)C2	108	102	105	89	·	115	104	103	107
COc1ccc(-c2nc3c4cc(-c5ccccc5)oc4ncn3n2)cc1	105	102	101	101	105	108	101	104	101
CCOC(=O)C(NC(N)=O)C(=O)OCC	104	93	114	106	112	112	107	105	105
O=C(O)CCC(=O)c1ccc([N+](=O)[O-])cc1	100	103	102	102	104	106	102	102	107
CN1C(=O)/C(=C/c2ccc(C(=O)Nc3ncc(Cc4ccc(Cl)cc4)s3)cc2)SC1=S	44	58	29	22	55	80	21	20	24
CCOC(=O)Cn1ccsc1=NC(=O)c1ccc(Cl)cc1	12	110	107	93	87	111	86	77	99
COc1cc(C2=NN(C(C)=O)C(c3ccc(N(C)C)cc3)C2)cc(OC)c1OC (stereo not given)	77	110	95	102	97	108	95	108	87
COc1ccc(OC)c(/C=C2\Oc3cc(OCCN4CCC(Cc5ccccc5)CC4)ccc3C2=O)c1	76	93	75	24	94	25	93	21	73
Fc1ccc(Cc2cnc(Nc3ccc(F)cc3)s2)cc1	90	97	103	89	87	105	93	93	94
CCn1cc(C(=O)NN=C2CCCCCC2)c(=O)c2ccc(C)nc21	82	98	91	86	80	98	88	100	78
Cc1cccc(C)c1NC(=S)NC(=O)c1cccc(Cl)c1	96	96	108	100	98	92	·	99	94
Cc1cc(-c2nc3ccccc3s2)c(=O)n(NS(=O)(=O)c2ccccc2)c1C	94	86	97	100	97	105	99	107	94
C/C=C(\C)C(C(=O)NC1CCCCC1)N(C(=O)C1CCc2cc(F)ccc2O1)c1ccc(Cl)cc1 (stereo not given)	103	98	103	101	·	106	111	99	103
Nc1nc(Cl)c(C=O)c(Nc2ccccc2)n1	102	89	97	97	88	140	95	96	86
Nc1cc(S(N)(=O)=O)ccc1N1CCCC1	112	110	95	100	117	107	108	117	101
COC1=CC(=Nc2cc(Br)c(O)c(Br)c2)C=CC1=O	·	·	103	116	112	·	105	121	101
CCCCSCCCOC(C)=O	95	114	102	99	101	119	106	103	104
CCCCN(CCCC)CC(CN(CC)CC)OC(=O)Nc1ccccc1 (stereo not given)	57	87	74	63	77	80	94	37	56
Cc1nc(C)c(-c2nn3c(-c4cccc(F)c4)nnc3s2)s1	106	104	97	101	112	101	99	87	·
CN1CC(c2ccc([N+](=O)[O-])cc2)C(C(=O)c2ccc(O)cc2)C12C(=O)c1ccccc1C2=O (stereo not given)	91	114	100	105	110	116	108	115	109
Fc1ccc(F)c(CNc2nc(SCCN3CCOCC3)nc3c2cnn3CC(Cl)c2ccc(Br)cc2)c1 (stereo not given)	46	47	-3.0*	-18*	23	-57*	4.2*	-50*	17
CC(C)(CCCN=C(N)Nc1ccc(Cl)cc1)c1ccc(F)cc1	55	95	43	67	54	-54*	58	13	29
O=C(c1ccccc1)c1ccc(OCC2CO2)cc1 (stereo not given)	103	97	101	104	106	101	104	95	94
N#CCCCOc1ccc(Cl)cc1Cl	112	97	111	100	104	125	107	102	102
C=C(C)[C@@H]1CC[C@]2(C(=O)O)CC[C@]3(C)[C@H](CC[C@@H]4[C@@]5(C)C[C@@H](CC#Cc6ccc(N)cc6)[C@H](O)C(C)(C)[C@@H]5CC[C@]43C)[C@@H]12	99	94	109	99	86	108	92	90	79
Cc1c(-c2nnc(SCc3ccccc3)n2Cc2ccccc2)nn(-c2ccc(Cl)cc2Cl)c1-c1ccc(Cl)cc1	92	75	73	60	57	78	63	50	48
COc1cccc2c1O/C(=C\c1ccc([N+](=O)[O-])s1)C2=O	26	97	-29*	8.6*	74	67	18	77	-14*
O=c1[nH]c(CNc2ccc(NC(=S)Nc3ccc(Cl)cc3)cc2)nc2sc3c(c12)CCCC3	94	92	102	88	87	95	91	93	87
COC(=O)/C(CCC=C(C)C)=C1\[C@@H](OC(C)=O)C[C@@]2(C)[C@H]1C[C@@H](O)[C@H]1[C@@]3(C)CC[C@H](NCCN)[C@@H](C)[C@@H]3CC[C@@]12C	87	94	85	55	90	80	89	34	37
O=C(NC1CCCCC1)c1cc(NCc2cc(O)ccc2O)ccc1O	108	108	109	105	112	107	97	101	108
Fc1ccc(Nc2nc(Nc3cnc4ccccc4c3)c3[nH]cnc3n2)cc1	73	76	94	81	78	86	82	58	52
CN1C(=O)[C@H]2c3c1cccc3[C@@]13NC(=O)O[C@H]1[C@H](CCC3(C)C)C2(C)C	107	120	114	94	99	107	103	100	103
COc1cccc(/C=C(\C#N)C(=O)O)c1	101	107	107	110	114	113	104	107	109
O=S(=O)(c1ccccc1)n1ccc2c1-c1oncc1CCC2	93	114	104	98	80	122	108	116	104
COc1ccccc1C(O)c1ccccc1 (stereo not given)	85	106	96	91	103	107	89	86	78
CCOc1ccccc1[C@H]1C(C(=O)c2ccc(Cl)cc2)C2(N[C@@H]1c1ccccc1)C(=O)Nc1ccc(Cl)cc12 (stereo not given in full)	22	43	38	20	23	15	24	11	11
OC(COc1cccc2ccccc12)CN1CCN(c2ccc(Cl)cc2)CC1 (stereo not given)	85&103	100&89	99&72	101&87	92&35	121	113&90	89&83	83&60
COc1ccc(C(=O)c2c(C(=O)O)ccc3ccccc23)cc1	98	96	108	98	104	105	103	93	99
CC(=O)C1C(C)CC2C3CCC4=CC(=O)CCC4(C)C3(Br)C(=O)CC21C (stereo not given)	100	106	98	103	85	100	96	96	101
COCCOC(C)C(/C=N/NC(N)=S)=N/NC(N)=S (stereo not given)	21	93	62	52	9.8*	91	92	39	6.2*
CC1(C)Cc2c(sc3ncn4nc(-c5ccc(O)cc5)nc4c23)CO1	75	80	95	75	64	114	·	111	82

High-throughput results deposited in PubChem by NCI.
